D1 potentiator: potentiators of human D1 dopamine receptor | potentiation, % at 10 µM | HEK293 TREx D1 cells, calcium flux, dopamine EC20 potentiation | actives 0.036% (n = 360,000); in the data active = potentiation above about 30%; note: 0% is about no effect
Vif-A3G inh: inhibitors of Vif-APOBEC3G interaction. AID 602310. actives 0.076% (n = 410,000). Potency, µM (titrated, usually from 46.1 µM), for inactives: at the highest dose activity, negative = active, hits mostly inhibitors. Q9HC16. HeLa A3G-eYFP + Vif (tagged APOBEC3G with the HIV-1 protein that degrades it), YFP fluorescence, overnight;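 note: potency is the fitted concentration of half-maximal effect; % is set by controls: 0 for no effect and ±100 for the full control effect; nearly all actives have a fitted effect of over 60% in size; hits raise eYFP signal because A3G escapes Vif-driven loss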
Target sequence (Q9HC16 whole entry, looked up): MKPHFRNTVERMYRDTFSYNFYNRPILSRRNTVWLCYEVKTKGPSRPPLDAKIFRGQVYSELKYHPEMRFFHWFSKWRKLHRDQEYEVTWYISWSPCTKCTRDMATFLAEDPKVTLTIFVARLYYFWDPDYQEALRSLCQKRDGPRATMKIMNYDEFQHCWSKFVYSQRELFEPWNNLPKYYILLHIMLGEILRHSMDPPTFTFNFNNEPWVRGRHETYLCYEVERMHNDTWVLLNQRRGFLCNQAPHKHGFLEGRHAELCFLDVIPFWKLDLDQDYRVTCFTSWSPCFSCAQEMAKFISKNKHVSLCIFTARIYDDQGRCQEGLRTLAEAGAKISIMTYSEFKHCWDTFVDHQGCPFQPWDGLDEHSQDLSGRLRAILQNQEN
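Read-out is eYFP fluorescence (Ex 488/Em 500-530) from Vif-expressing HeLa A3G-eYFP cells; more signal means A3G escaped Vif-mediated degradation. Cells plated overnight, compound pinned in, incubated overnight at 37 deg C.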
D1 agonist: human D1 receptor agonism; P21728; HEK293 T-REx D1 cells, calcium flux, agonist mode; activation, % at 2 µM; actives 1% (n = 360,000); AID 504660; in the data active = activation above about 30%; note: 0% is about no effect
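Agonism was scored from calcium flux recorded over 180 s (1 read/s) after pintool compound addition, following a 10-cycle baseline. Cells were inducible force-coupled HEK293 TREx D1, plated overnight at 30 C and loaded with no-wash calcium dye.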
GRP78 ERSR act: induces the endoplasmic reticulum stress response in human glioma cells; U87-MG GRP78 promoter luciferase reporter, 16 h; Potency, µM, inactives show top-dose activation, usual class: activators; actives 0.02% (n = 420,000); AID 602332; note: potency is the fitted concentration of half-maximal effect; series mostly up to about 76 µM; % of control where 0% means no effect; nearly all actives have a fitted effect of over 35% in size
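Stably transfected U87-MG glioma cells carrying a GRP78-based luciferase sensor; 16 h compound incubation. Luminescence end-point read 10 min after Bright-Glo addition at room temperature.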
Vif-A3F inh: inhibitors of Vif-A3F interaction; HeLa A3F-eYFP + Vif (tagged APOBEC3F with the HIV-1 protein that degrades it), YFP fluorescence increase; Potency, µM (highest dose often 46.1 µM), inactives show top-dose activity, negative = active; actives 0.2% (n = 390,000); note: potency is the fitted concentration of half-maximal effect; % of control where 0% means no effect; nearly all actives have a fitted effect of over 65% in size
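Fluorescence increase (Ex 488/Em 500-530) after overnight compound treatment at 37 deg C flags inhibition of Vif-driven A3F-eYFP loss in stable HeLa A3F-eYFP/Vif cells seeded overnight beforehand.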
D2 potentiator: positive allosteric modulators of human D2 dopamine receptor. P14416. HEK293 T-REx D2, calcium flux, EC20 dopamine potentiation. potentiation, % at 10 µM. actives 0.34% (n = 340,000). AID 485347;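 active = potentiation over 3 SD above the plate norm, cut at about 30% in these data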; note: 0% is about no effect
Target sequence (P14416 whole entry, looked up): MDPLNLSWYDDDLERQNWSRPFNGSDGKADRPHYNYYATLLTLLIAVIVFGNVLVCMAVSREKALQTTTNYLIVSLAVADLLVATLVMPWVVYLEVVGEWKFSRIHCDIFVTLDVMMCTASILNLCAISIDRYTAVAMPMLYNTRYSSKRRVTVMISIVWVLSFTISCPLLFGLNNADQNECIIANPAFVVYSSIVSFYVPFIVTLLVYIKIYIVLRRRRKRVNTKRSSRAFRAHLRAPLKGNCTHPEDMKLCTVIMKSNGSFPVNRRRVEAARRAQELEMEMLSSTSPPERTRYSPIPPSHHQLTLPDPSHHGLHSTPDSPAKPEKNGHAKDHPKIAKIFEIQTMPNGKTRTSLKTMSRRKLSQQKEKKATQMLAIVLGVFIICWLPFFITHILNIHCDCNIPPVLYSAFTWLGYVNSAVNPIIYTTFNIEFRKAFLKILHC
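Cells plated with tetracycline inducer and held overnight at 30 C; calcium dye loaded 30–90 min at room temperature; baseline taken, compound added and read 180 s; EC20 dopamine then added and read 180 s.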
D1 antagonist: blocks dopamine activation of the human D1 receptor; actives 3.2% (n = 360,000); activity change, negative = inhibition, % at 10 µM; HEK293 TREx D1 cells, calcium flux, dopamine EC80; hits give low values; AID 504652; in the data active = activity change below about -30%; note: % is set by controls: 0 for no effect and ±100 for the full control effect
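Tetracycline-induced HEK293 T-REx cells with force-coupled D1 receptor were loaded with a no-wash calcium dye. Compound was added after a 10 s baseline and read kinetically for 180 s; EC80 dopamine was then added and calcium flux followed another 180 s.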
RXFP1 agonist: RXFP1 (human) receptor agonism; Q9HBX9; actives 0.3% (n = 370,000); Potency, µM (titrated, usually from 57.5 µM), inactives show at the top dose activation, most hits filed as activators; HEK293T-RXFP1 cAMP TR-FRET, 30 min; response scale: percent of porcine relaxin response, buffer zero; note: potency is the fitted concentration of half-maximal effect; % is set by controls: 0 for no effect and ±100 for the full control effect; nearly all actives have a fitted effect of over 60% in size; many of its hits are not listed in these tables
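HEK293 cells stably expressing RXFP1, treated 30 min at 37C with compounds plus PDE4 inhibitor Ro 20174; cAMP measured by HTRF TR-FRET. Normalized to buffer and 29 nM porcine relaxin; EC50 by Hill fit.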
RXFP1 antagonist: blocks the human relaxin receptor RXFP1. Q9HBX9. HEK293-RXFP1, relaxin-stimulated cAMP HTRF, 30 min; hits give low values. activity change, negative = inhibition, % at 57.5 µM. actives 0.59% (n = 350,000). AID 1259400;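 active = activity change of -60% or lower, but not beyond a set lower limit; inconclusive = change between -60% and -40%, or beyond the set limit; inactive = change above -40%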; note: % is set by controls: 0 for no effect and ±100 for the full control effect
Starred values were filed as active, the others as inactive; ? = inconclusive; . = no result given. Unless noted, calls come from the whole dose curve; as a rule, active = well fitted curve in the direction sought with a large enough effect; inconclusive = small, poorly fitted or top-dose-only effect, or another doubt; inactive = no such curve, though single readings can be large; an effect the other way counts as inactive or inconclusive. These rows are one share of the data; count on the stated rates, not on these rows.

SMILES | D1 potentiator | Vif-A3G inh | D1 agonist | GRP78 ERSR act | Vif-A3F inh | D2 potentiator | D1 antagonist | RXFP1 agonist | RXFP1 antagonist
O=C(CSc1cn[nH]n1)Nc1ccccc1C(=O)O | 7 | -1% | 1 | -4% | -21% | 5 | 6 | 0.2% | 8
CSc1nc2sc3c(c2c(=O)[nH]1)CC(C)(C)OC3 | -22 | -1% | 0 | 4% | 6% | 0 | -18 | 3.7% | -2
CCOn1c(=O)c(-c2cccc(Br)c2)[n+]([O-])c2ccccc21 | 2 | 0% | 2 | -2% | 5% | -1 | 5 | 1.1% | 6
Cc1ccc(NS(=O)(=O)c2ccc(-c3cnc(C4CC4)o3)cc2)c(C)c1 | -1 | -9% | 7 | 1% | -17% | . | -3 | 2.3% | 9
O=C(NC1CCCCC1)N1CCNCC1 | 0 | 0% | 5 | -5% | 8% | 8 | 25 | 0.1% | -2
COc1cc(C(=O)COC(=O)c2cnc(C)cn2)ccc1OC(F)F | -1 | 0% | 1 | -6% | -26% | -3 | -26 | 5.7% | -20
CCOC(=O)C1=C(C)N=c2s/c(=C/c3ccco3)c(=O)n2C1c1cccc(OC)c1 (configuration not stated) | 1 | -10% | 16 | -6% | . | -3 | -2 | 0.3% | -4
CC(C=NNc1ccc([N+](=O)[O-])cn1)=Cc1ccccc1 | . | 0% | . | 6% | ? | . | . | . | -3
O=C1CC(N2CCN(c3ncccn3)CC2)C(=O)N1CCc1ccccc1 (configuration not stated) | 4 | 2% | 1 | -1% | 5% | -7 | 1 | -0.3% | 7
COc1cccc(C(=O)Nc2ncc3c(n2)CC(C)CC3=O)c1 (configuration not stated) | -2 | -7% | 0 | 2% | -4% | . | -21 | -0.6% | 4
CCOC(=O)c1cc2c(C)n(-c3ccc(OCC)cc3)c(C)c2cc(C(=O)OCC)c1=O | -9 | -1% | 2 | 0% | -2% | -2 | -6 | -2.2% | 1
CCc1c(C)nc2nncn2c1NCc1ccc(OC)cc1 | -2 | . | 2 | . | . | 15 | -7 | 5.5% | -1
Cc1ccccc1NCC(=O)N=Nc1c(O)[nH]c2ccc([N+](=O)[O-])cc12 | 4 | 5µM* | 2 | -3% | ? | 1 | -15 | 0.1% | 2
O=C(NCCc1ccccc1)c1ccc(Cl)c(S(=O)(=O)N2CCCC2)c1 | -12 | 3% | 2 | 7% | 0% | -1 | -15 | -1.4% | 0
S=C(NCc1ccc(Cl)c(Cl)c1)NCc1ccco1 | -5 | 1% | 2 | -4% | -9% | -6 | -17 | -0.6% | 2
O=C1CN(C(=O)COC(=O)C23CC4CC(CC(O)(C4)C2)C3)c2ccccc2N1 | -6 | -1% | 0 | -4% | 0% | 2 | 8 | -1.8% | -13
COc1ccccc1C(=O)COC(=O)CSC(C)C(=O)Nc1cc(C)on1 (configuration not stated) | -5 | 0% | -1 | -4% | 8% | . | -7 | 2.7% | -3
C/C(CC(=O)NCc1ccccc1)=N\NC(N)=S | 6 | 1% | 5 | -4% | -14% | 5 | 7 | 2.2% | -38
CCOc1ccccc1CNC(=O)c1cc2oc3ccccc3c2n1C | -2 | -4% | 6 | 6% | 0% | 4 | -3 | 1.1% | -9
COc1ccc(/C=N/NC(=O)c2cccnc2)cc1Cn1nc([N+](=O)[O-])c(Br)c1C | -2 | . | -1 | . | . | 3 | -13 | 0.2% | .
COC(=O)c1cc2c(C)[nH]c(C)c2cc(C(=O)OC)c1=O | -8 | -1% | 3 | 2% | 2% | -6 | -6 | 4.4% | 6
O=C(CSc1ccc2nnc(-c3ccc(Cl)cc3)n2n1)N1CCCc2ccccc21 | 22 | 2% | 0 | 0% | -7% | 0 | -6 | ? | 4
CCOc1ccc(-n2c(SCc3cc(=O)oc4cc(C)c(C(C)C)cc34)nnc2-c2cccnc2)cc1 | -4 | 0% | 1 | -3% | -1% | -4 | 13 | 2.9% | -2
Cc1ccc(S(=O)(=O)N2CCC(C(=O)OCC(=O)NCCc3ccccc3)CC2)cc1C | -6 | 2% | 11 | -4% | 13% | 0 | -14 | 1.0% | -8
Cc1ccc(C(C)NC(=O)c2c(C)noc2C)cc1C (configuration not stated) | 0 | 2% | -1 | 2% | -20% | 1 | 15 | -0.3% | 4
More structures
SMILES | D1 potentiator | Vif-A3G inh | D1 agonist | GRP78 ERSR act | Vif-A3F inh | D2 potentiator | D1 antagonist | RXFP1 agonist | RXFP1 antagonist
CCOC(=O)/C(=C/Nc1ccccc1)[N+](=O)[O-] | 1 | 1% | 2 | -3% | 0% | 2 | -2 | 0.8% | -11
NC(=O)CC(NC(=O)Cc1cccc2ccccc12)c1ccc(NC2CCN(Cc3ccccc3)CC2)c([N+](=O)[O-])c1 (configuration not stated) | -6 | -20% | 1 | -3% | ? | -3 | -1 | -0.4% | .
CSc1ncccc1C(=O)N(C)CC(=O)Nc1ccc(Cl)cc1 | -1 | 0% | 0 | -3% | 1% | . | -20 | -1.5% | -2
Nc1nnc(SCC(=O)Nc2nnc(-c3ccccc3)o2)s1 | -4 | -3% | 1 | -2% | 3% | 3 | 8 | -0.8% | 13
CCc1nnc(SC(CC)C(=O)Nc2cc(C)ccc2C)c2cc3occc3n12 (configuration not stated) | 9 | 2% | 4 | -2% | 1% | -5 | -1 | 15% | -2
CS(=O)(=O)c1ccc(Cl)c(NC(=O)CSc2n[nH]c(-c3cccs3)n2)c1 | -2 | 1% | 0 | -3% | -19% | -16 | 13 | -0.1% | 1
Nc1ccc2[nH]ncc2c1 | -4 | -1% | 1 | -5% | -6% | -4 | -21 | 3.0% | .
CNc1ccc(-c2nc(-c3ccccn3)no2)cc1[N+](=O)[O-] | -1 | -3% | 0 | -4% | 3% | 7 | -1 | 1.2% | .
S=C(NCc1ccc(Cl)cc1)NN1CCOCC1 | 4 | 0% | 0 | -4% | -2% | -2 | 5 | 1.0% | -4
COc1ccc(C(=O)Nc2nc(CC(=O)NCCc3ccccc3)cs2)cc1 | -3 | 0% | 7 | -1% | -1% | -7 | -7 | 0.3% | -9
Fc1ccc(OCCOCCN2CCNCC2)cc1 | 4 | 5% | 4 | -1% | -14% | -3 | 3 | 0.3% | 1
CC(C)(C)c1cc(C(=O)N/N=C/c2ccc(F)cc2)n(-c2ccccc2)n1 | 6 | 1% | 4 | 1% | -7% | -7 | 1 | 1.1% | 3
Cn1c(-c2ccc(F)cc2)cnc1SCC(=O)NNC(=O)Cc1ccccc1 | 5 | 2% | 3 | -5% | 1% | -11 | 3 | -0.6% | -5
O=C(Nc1cc(Cl)cc(Cl)c1)C(NCC1CCCO1)c1ccccc1 (configuration not stated) | 8 | -1% | 7 | -3% | 5% | 1 | 17 | 0.0% | -22
O=[N+]([O-])c1ccc2nonc2c1Nc1cccc(F)c1 | -1 | -11% | 0 | -2% | -1% | -6 | -12 | -1.0% | 5
O=C(CC1CCCCC1)NCc1cn2ccsc2n1 | -2 | 2% | 1 | -2% | 4% | -6 | 15 | -3.0% | -8
CC1(C)CC(NC(=O)Cc2ccccc2)CC(C)(C)N1 | -25 | -1% | 0 | -4% | -4% | 9 | 11 | -2.4% | 8
CCc1ccccc1Nc1nc2ccccc2n1C(C)C | 1 | 1% | 0 | -4% | -6% | -6 | -7 | -1.5% | -20
CC(C)NC(=O)NC(=O)COC(=O)c1ccc([N+](=O)[O-])cc1Cl | -4 | 1% | 1 | -3% | 2% | 8 | 4 | 0.7% | 6
Cn1c(N)c(C(=O)COC(=O)c2cccs2)c(=O)n(C)c1=O | -2 | -1% | 3 | -2% | -8% | 7 | 0 | 9.6% | -5
Cc1cc(C(=O)NNC(=O)c2cccc(C(F)(F)F)c2)no1 | -2 | 0% | 1 | -3% | 6% | -4 | -10 | -0.1% | 3
Cc1ccc(NC(=O)[C@H](Cc2ccccc2)NC(=O)[C@@H]2Cc3ccccc3CN2)c(C)c1 | -4 | 4% | 4 | ? | -1% | 8 | 8 | -1.1% | 26
Cn1c(-c2c(N)n(-c3ccccc3)c3nc4ccccc4nc23)nc2ccccc21 | -1 | -25% | 51* | -5% | ? | 17 | 14 | 4.8% | 6
CN(C)c1cccc2c(/C=N/O)ccc(N(C)C)c12 | -5 | -7% | 2 | -3% | -8% | 1 | -4 | 1.5% | 10
CCOc1ccc(NC(=S)c2ccc3ccccc3n2)cc1 | 3 | 0% | 1 | -9% | 3% | -15 | -2 | -0.2% | -3
Going on with the list:
SMILES | D1 potentiator | Vif-A3G inh | D1 agonist | GRP78 ERSR act | Vif-A3F inh | D2 potentiator | D1 antagonist | RXFP1 agonist | RXFP1 antagonist
COc1cccc(-n2nnnc2SCC(=O)Nc2cccc(NC(C)=O)c2)c1 | -5 | -6% | 4 | 0% | -1% | -5 | -19 | -1.5% | -7
COc1cc(/C=C/C(=O)OC(C)C(=O)Nc2c(C)n(C)n(-c3ccccc3)c2=O)ccc1OCC#N (configuration not stated) | -2 | 1% | 1 | -4% | -1% | -1 | 2 | -2.2% | 13
CC(O)CNCCOc1ccccc1-c1ccccc1 (configuration not stated) | -10 | 0% | 11 | -4% | -6% | -24 | . | 3.9% | -3
NC(=S)NN=C1CSSC1 | . | ? | . | 35µM* | -9% | . | . | . | 9
Cc1oc(/N=C/c2cccc([N+](=O)[O-])c2)c(C#N)c1C | -1 | -4% | 2 | -5% | -10% | 8 | -6 | 0.0% | 3
COc1ccc(C(=O)Nc2cccc3c2CCCC3)cc1OC | -3 | 1% | -1 | -4% | -4% | -4 | -21 | 11% | 16
Oc1c(C(c2ccc(F)cc2)N2CCc3ccccc3C2)sc2ncnn12 (configuration not stated) | 4 | -9% | 1 | -3% | -2% | -10 | 8 | 1.9% | 0
O=C(c1ccco1)N1CCN(C(=O)c2cccn3c(=O)c4c5c(sc4nc23)CCCC5)CC1 | . | -4% | . | 0% | 12% | . | . | . | 1
COc1ccc(OCC(=O)NNC(=O)c2ccc3c(=O)n4c(nc3c2)CCC4)cc1 | -1 | 2% | 1 | 11% | 0% | -7 | 11 | 2.8% | 4

Entries listed above marked active in GRP78 ERSR act:
Molecule | D1 potentiator | Vif-A3G inh | D1 agonist | GRP78 ERSR act | D2 potentiator | D1 antagonist | RXFP1 antagonist
NC(=S)NN=C1CSSC1 | . | ? | . | 35µM* | . | . | 9

Results in Vif-A3G inh (two entries from above):
SMILES	Vif-A3G inh
O=C(c1ccco1)N1CCN(C(=O)c2cccn3c(=O)c4c5c(sc4nc23)CCCC5)CC1	-4%
COc1ccc(OCC(=O)NNC(=O)c2ccc3c(=O)n4c(nc3c2)CCC4)cc1	2%
